M18AAP inhibitor: blocks P. falciparum M18 aspartyl aminopeptidase. actives 1.2% (n = 290,000). recombinant PfM18AAP, H-Glu-NHMec fluorogenic cleavage. inhibition, % at 7.35 µM;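 active = inhibition above the campaign mean inhibition over all tested compounds plus 3 SD, cut at about 28% in these data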;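 also: 0% = plate median of test compound wells and 100% = 2 mM ZnCl2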
FID counter: counter-screen for HCV NS3 helicase inhibitors: DNA intercalator displacement; DNA fluorescent intercalator displacement, fluorescence; inhibition, % at 7.9 µM; actives 0.17% (n = 290,000); in the data active = inhibition above about 37%;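 also: 0% = vehicle and 100% = reference compound; higher means more ethidium bromide displaced from hairpin DNA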
VIM-2 inhibitor: blocks Pseudomonas aeruginosa VIM-2 metallo-beta-lactamase; purified VIM-2, nitrocefin hydrolysis, epi-absorbance fluorescence; inhibition, % at 5.6 µM; actives 0.89% (n = 290,000); AID 1527;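 active = inhibition above the mean of all tested compounds plus 3 SD, cutoff set per screening run, cut at about 7.5% in these data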;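 also: red hydrolysis product quenches plate fluorescence so inhibitors raise well fluorescence; 0% = enzyme with DMSO and 100% = DMSO without enzyme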
UBC9 SUMO inh: SUMOylation inhibition; P63279; actives 0.36% (n = 290,000); HTRF SUMOylation assay, SAE1/SAE2 + UBC9, in vitro; inhibition, % at 35 µM; in the data active = inhibition above about 50%, passing the limit was not always enough; also: strong numbers were not always called active
Target sequence (P63279 whole entry, looked up): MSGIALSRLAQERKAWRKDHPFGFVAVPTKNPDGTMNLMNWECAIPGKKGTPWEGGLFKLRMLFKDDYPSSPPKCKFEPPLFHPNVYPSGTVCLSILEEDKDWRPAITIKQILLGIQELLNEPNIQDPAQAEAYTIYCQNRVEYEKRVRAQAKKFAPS
NS3 helicase inh: HCV NS3 helicase inhibition. NS3 helicase DNA unwinding, Cy5 molecular beacon fluorescence. inhibition, % at 10.9 µM. actives 0.56% (n = 290,000). AID 1800;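 active = inhibition above the mean of all tested compounds plus 3 SD, set per campaign, cut at about 35% in these data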;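 also: 0% = DMSO wells and 100% = thioflavine S control wells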
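Compound dosing – single dose, 10.9 µM nominal final, DMSO 0.8% final · System – NS3 helicase fragment of HCV · Buffer or medium – MOPS pH 6.5, MgCl2, DTT, Tween20, BSA · Signal – Cy5 beacon fluorescence read at start and 1 h · Also added – annealed dual-labelled DNA beacon duplex, ATP-started · Schedule – 1 h at 25 °C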
p-CIP stab down: lowers stability of the mouse p/CIP coactivator protein; actives 0.01% (n = 290,000); Q05BA5; decrease of EGFP signal, % at 10 µM; F442A p/CIP-EGFP cells, EGFP fluorescence, 16 h;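 active = EGFP signal decrease of at least 30% at 10 µM or well 3 SD below plate mean, unless failing retest; inactive = the rest, including hits failing retest or dose response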; also: some compounds called inactive have numbers as strong as hits; many of its hits are not listed in these tables
IDE act: activators of human insulin-degrading enzyme in cells | P14735 | actives 0.073% (n = 340,000) | HEK cells, FAbeta-B cleavage, fluorescence polarization; 0% vehicle, 100% cell-free pure enzyme wells | AID 493087 | activation, % at 5.96 µM;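 active = activation above the mean of all tested compounds plus 3 SD, set per screening campaign, cut at about 17% in these data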
IDE cell inh: inhibitors of human insulin-degrading enzyme in cells. HEK cells, FAbetaB cleavage, fluorescence polarization. inhibition, % at 5.59 µM. actives 0.41% (n = 320,000). AID 434962;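 active = percent inhibition above the average of all tested compounds plus 3 SD, set per screening campaign, cut at about 16% in these data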;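 also: IDE supplied by intact live HEK cells; FP after avidin binding of uncleaved biotin substrate so inhibition keeps polarization high; 0% = DMSO wells and 100% = 60 µM reference IDE inhibitor Ii1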
IMP-1 inh: inhibitors of Pseudomonas aeruginosa IMP-1 metallo-beta-lactamase; purified IMP-1, nitrocefin hydrolysis, epi-absorbance fluorescence; actives 0.45% (n = 290,000); inhibition, % at 5.6 µM;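 active = inhibition above the mean plus 3 SD of all compounds in the same screening run, cut at about 4.5% in these data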;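 also: 0% = IMP-1 with DMSO and 100% = DMSO wells lacking enzyme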
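Assay system: purified recombinant IMP-1 beta-lactamase. Input: IMP-1 0.2 nM before substrate addition. Buffer or medium: Zinc- and detergent-supplemented HEPES buffer, pH 7.1. Schedule: 25 °C, 15 min preincubation, 25 min reaction. Signal: Epi-absorbance fluorescence, 480 nm excitation, 530 nm emission. Evaluation: percent inhibition from optical density relative to buffer-blank wells.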
* = called active by the depositor; . = not tested or not shown.

Under each structure: M18AAP inhibitor	FID counter	VIM-2 inhibitor	UBC9 SUMO inh	NS3 helicase inh	p-CIP stab down	IDE act	IDE cell inh	IMP-1 inh
Cc1ccc2c(c1)CCCN2C(=O)c1ccoc1C
    -4	-4	-1.9	3	7	-8	-7	-3	-3.0
CC1(C)C2CCC1(CS(=O)(=O)Nc1ccc(S(=O)(=O)N3CCCC3)cc1)C(=O)C2 (stereo unspecified)
    13	-23	2.6	15	7	-9	6	-7	-0.1
COc1ccccc1CNC(=O)CCS(=O)(=O)Cc1ccc(C)cc1
    -3	-24	-1.1	-7	0	4	0	3	-1.5
Cc1ccc(CNC(=O)C2CCC(CNc3c(N4CCOCC4)c(=O)c3=O)CC2)cc1 (stereo unspecified)
    2	-17	-3.3	23	2	-10	3	1	-3.5
O=C(Nc1ccc(Cl)cc1)c1ccc(S(=O)(=O)N2CCOCC2)cc1
    1	-10	-1.1	4	-9	-15	-4	5	-3.0
CCOc1ccc(CCNC(=O)Cn2cccc2C(=O)c2ccccc2C)cc1OCC
    1	-40	-4.3	-9	3	-6	-4	-4	-2.6
Cc1ccccc1N(C(=O)c1snc(C(N)=O)c1N)C(C(=O)NCC1CCCO1)c1ccc(F)cc1 (stereo unspecified)
    5	-35	-1.7	-4	-1	-20	5	0	-0.9
Cc1ccc(NC(=O)COC(=O)c2cc(Cl)cc(Cl)c2)c(Br)c1
    -6	1	0.8	-1	4	-18	4	10	0.0
CC1CN(c2ccc(NC(=O)c3ccco3)cc2C(=O)O)CC(C)O1 (stereo unspecified)
    5	-2	-2.0	18	-7	5	8	-1	-3.0
O=C(Nc1ccc(F)cc1)NC1CCCc2ccccc21 (stereo unspecified)
    -1	-5	-1.0	8	0	4	3	1	-1.8
CCOc1cc(CNc2ccccc2SC)ccc1O
    12	-2	-1.7	54	-1	-10	.	-3	-2.1
CC(=O)Nc1sc(C)c(C)c1C(=O)Nc1ccc(C)cc1
    -2	-13	-4.6	-9	3	-5	4	-4	-2.2
COc1ccc(CNC(=O)c2cc3cccc(OC)c3oc2=N)cc1
    2	-9	-0.3	23	4	-9	-2	-2	-1.4
Cc1ccc(C)c(N2CCN(CC(=O)Nc3ccc4[nH]c(=O)[nH]c4c3)CC2)c1
    0	-9	-4.2	-16	-1	-12	-9	2	-1.7
Cc1cc(C)cc(NC(=O)C2CCN(c3nccs3)CC2)c1
    -4	-13	-2.6	2	1	0	-5	1	-2.3
CN(C)S(=O)(=O)c1cc(S(=O)(=O)N(C)C)c(Cl)cc1N
    1	0	-2.1	-5	2	6	2	1	-0.7
O=C(N/N=C\c1ccc(Br)o1)C1COc2ccccc2O1 (stereo unspecified)
    4	7	-5.3	6	7	11	0	4	-3.9
CCN(CCn1cccn1)C(=O)C1CCC(=O)N(CC2CCCCC2)C1 (stereo unspecified)
    -7	-18	-4.2	10	4	-11	8	3	-2.9
NC(=O)c1sc2nc(N3CCCCC3)c3c(c2c1N)CCCC3
    9	-10	-1.5	-4	19	5	2	6	-3.2
COc1cc(CCC(=O)OCC(=O)Nc2c(C)cccc2C(C)C)cc(OC)c1OC
    0	-35	-3.0	-4	3	4	0	8	-2.4

Just NS3 helicase inh and p-CIP stab down, for some of the entries so far:
structure,NS3 helicase inh,p-CIP stab down
NC(=O)c1sc2nc(N3CCCCC3)c3c(c2c1N)CCCC3,19,5
COc1ccccc1CNC(=O)CCS(=O)(=O)Cc1ccc(C)cc1,0,4

New compounds follow:
Under each structure: M18AAP inhibitor	FID counter	VIM-2 inhibitor	UBC9 SUMO inh	NS3 helicase inh	p-CIP stab down	IDE act	IDE cell inh	IMP-1 inh
Cc1ccc(-c2csc3ncnc(NCCC(=O)O)c23)cc1C
    7	-40	1.9	4	6	-14	0	1	-3.2
O=C(C1CCN(c2nnnn2-c2ccccc2)CC1)N1CCN(c2ccccc2)CC1
    -2	-3	-2.9	17	-2	-8	2	0	-5.2
CCC(=O)Nc1cccc(C(=O)OC)c1
    2	-4	-2.7	11	4	-13	4	-6	-2.1
CCCCC(=O)Nc1ccc(NC(=O)c2cccnc2)cn1
    -3	-4	-3.9	1	-1	10	-1	4	-2.1
Nc1nc(SCc2ccc([N+](=O)[O-])cc2)c2ncn(C3OC(CO)C(O)C3O)c2n1 (stereo unspecified)
    -6	-3	-1.3	12	-1	4	3	-4	-1.1
Cc1cccc(NC(=O)CN(C)S(=O)(=O)c2cccc3cccnc23)c1C
    4	-19	-1.3	-12	0	-8	2	5	-0.9
CC1CN(C(=O)NCc2ccccc2)c2cc(Cl)ccc2O1 (stereo unspecified)
    2	-19	-2.6	-8	-3	-9	5	.	-2.6
COC(=O)c1cc2ccsc2n1CC(=O)N1CCCc2ccccc21
    1	-22	-2.7	10	-2	-16	5	-5	-4.1
CCc1ccc(N2C(=O)Nc3ccc(Br)cc3C2(O)C(=O)NCCN(C)C)cc1 (stereo unspecified)
    -4	-5	-1.9	4	11	-1	-2	-6	-2.4
CCOc1cc(/C=C(\C#N)C(N)=O)ccc1OS(=O)(=O)c1ccccc1
    5	4	-4.9	1	-5	1	-3	2	-5.1
Cc1noc(C)c1CSCC(=O)N(C)CC(=O)Nc1ccccc1Cl
    -1	-11	-2.6	9	4	-10	-2	3	-2.8
CN(CC(=O)NCc1cccnc1)S(=O)(=O)c1ccc2c(c1)c(=O)n(C)c(=O)n2C
    3	0	-4.3	19	4	-1	7	1	-3.9
Cc1cc2cc(CCNC(=O)c3ccc(Br)o3)c(=O)[nH]c2cc1C
    1	-20	0.6	12	-1	-4	-8	4	-4.2
O=C1[C@H]2[C@@H](c3ccc(F)cc3)N3C(=O)N(c4ccccc4)C(=O)[C@@]3(Cc3ccc(Cl)cc3)[C@H]2C(=O)N1C1CCCCC1
    9	-11	-0.9	-13	-9	-9	-6	0	0.2
O=C(CSc1ncn(-c2ccccc2)n1)Nc1nc2ccccc2s1
    -7	-2	0.1	8	-6	-3	1	-1	-3.3
Cc1ccc(-c2cc(C(F)(F)F)n3nc(C(=O)NCCCn4ccnc4)cc3n2)cc1C
    1	-1	3.8	21	-4	-1	3	1	-1.8
COc1ccc(C(=O)CSc2nnc(CN3CCCCC3)n2-c2ccc(Cl)cc2)cc1OC
    5	-29	-2.4	-11	-6	-4	-2	-2	-2.5
COc1ccccc1CC(NC(C)=O)C(=O)NC1CCN(S(=O)(=O)c2ccc(NC(C)=O)cc2)CC1 (stereo unspecified)
    -6	-21	-3.6	-5	2	12	2	5	-3.0
Cc1ccc(COc2cccc3c2CCN(Cc2ccc(F)cc2)C3=O)cc1
    0	-11	-0.6	-26	-15	-8	6	3	3.5
Cc1ccc(C(=O)NC(=S)Nc2ccc(-c3ccc(CO)o3)cc2)cc1
    -10	-13	-2.0	18	15	1	0	1	0.6
COc1ccc(CNC(=O)CSc2nnc(C)c(=O)[nH]2)cc1
    5	1	2.7	9	24	-23	5	0	0.9
COc1ccccc1CNC(=O)c1ccc(OC(C)C)cc1
    1	-17	-2.0	6	2	-6	7	-2	-1.9
CC1=C(C)CC(C(=O)Nc2ccc(C(=O)N3CCOCC3)cc2)C(C(=O)O)C1 (stereo unspecified)
    -6	-6	3.8	8	0	8	4	4	-1.4
Cc1ccc(Cl)cc1N1CCN(C(=S)NCCc2ccccc2)CC1
    -3	-12	-3.0	-12	-16	-20	3	2	-1.9
O=C(COc1cccnc1[N+](=O)[O-])NCCc1ccc(Cl)cc1Cl
    -13	-4	-2.3	-7	-8	7	6	3	-1.8
CCOc1ccc(NC(=O)C2CCCN(S(=O)(=O)c3c(C)noc3C)C2)cc1 (stereo unspecified)
    -1	-13	-3.4	5	-7	-9	4	-1	-0.6
c1ccc(-n2nnnc2-n2ccnc2)cc1
    -15	-6	-7.5	17	4	0	5	0	-0.5
O=S(=O)(c1cccc2ccccc12)N1CCCCC1
    4	-12	0.7	-1	-11	-2	4	.	-0.2
CC(=O)NCC(=O)OCC(=O)c1ccc(C)cc1
    -1	-5	-3.5	11	10	-1	11	4	0.4
Cc1cc(=O)oc2cc(OCC(=O)N3CCN(C(=O)c4ccco4)CC3)ccc12
    -10	-14	-2.8	13	7	15	3	0	-1.7
CCN1CCN(CC(=O)Nc2cc(C)on2)CC1
    6	16	-3.7	1	1	3	1	-3	-2.1
Cc1noc(C)c1/C=N/Nc1ccccn1
    -3	-2	1.7	12	-5	0	-9	-3	-1.9
O=C(O)c1ccc(N/N=C/c2ccc(-c3cccc(Cl)c3)o2)cc1
    0	-15	-1.6	25	-8	-11	1	6	-1.5
COc1cc(OC)c(OC)cc1CNC(=O)c1cc(=O)[nH]c2ccccc12
    -8	-13	-3.1	-2	8	0	-3	5	-5.9
O=C1CC(=O)C(n2cncn2)C(c2c(F)cccc2Cl)C1 (stereo unspecified)
    -1	-33	2.1	5	10	2	4	3	0.0
COc1ccc(S(=O)(=O)NCC(=O)N(CC(=O)NCC2CCCO2)c2c(C)cccc2C)cc1 (stereo unspecified)
    0	-31	-2.2	-8	-3	-5	4	4	-2.5
COC(=O)[C@H](Cc1c[nH]c2ccccc12)NC(=O)Nc1ccccc1OC
    -14	-8	-2.9	24	-9	-14	4	8	0.4
COc1ccc(C2=NN(c3ccccc3)C(=O)/C2=C\c2ccc(O)c(OC)c2)cc1
    8	-8	-1.4	74*	7	1	-2	0	-2.4
O=C(O)c1cccc(NC(=O)c2ccc3c(c2)C(=O)N(c2ccccc2)C3=O)c1
    -9	-24	0.1	16	10	-4	6	0	1.4
NS(=O)(=O)c1ccc(CCNC(=O)C2CCN(S(=O)(=O)c3ccc(Br)s3)CC2)cc1
    -5	-11	-0.2	6	-7	-9	5	-1	0.2
Cc1nn(C)c(C)c1Sc1ccccc1N
    -2	-9	-1.8	6	7	-4	1	-2	-0.6
CCOc1ccc(CSc2nc(C)cc(COC)c2C#N)cc1OCC
    -17	-34	0.5	-6	-15	-9	4	-2	-1.2
COc1ccc(/C=C2\SC(=S)N(CCC(=O)NC3=NCCS3)C2=O)cc1OC
    3	1	-2.6	11	7	-2	1	6	-3.1
CCOc1cc(CNC(=O)CN2C(=O)c3ccccc3S2(=O)=O)ccc1OC
    7	0	-0.4	14	-1	1	2	3	-1.8
S=C(NCCN1CCOCC1)Nc1cccc(Cl)c1
    2	-1	-3.3	-3	6	-8	1	-3	-2.2
CC(=O)c1ccc(N2CCN(C(C)C(=O)NC3CCCc4ccccc43)CC2)cc1 (stereo unspecified)
    4	-21	-2.3	-17	-4	9	4	6	-2.9
CC(O)Cc1nsc(NC(=O)c2ccc(Br)o2)n1 (stereo unspecified)
    -1	-1	-2.1	-6	-9	7	2	1	-1.4
COc1cccc2cc(C(C)N(CCCN3CCOCC3)C(=O)Nc3ccc(Cl)cc3)oc12 (stereo unspecified)
    -7	10	-1.6	25	-34	-3	0	6	-1.9

High-throughput results: PubChem BioAssay, several laboratories
